EBNA-1 inhibitor: blocks EBNA-1 binding to DNA. EBNA-1 DNA binding, fluorescence polarization. inhibition, % at 14.8 µM. 300,000 compounds, 0.34% hits; in the data active means inhibition above about 28%
ZTA DNA inh: ZTA (EBV) inhibition in EBNA-1 counter-screen; P03206; ZTA-DNA binding, fluorescence polarization; inhibition, % at 11 µM; 320,000 compounds, 0.15% hits; AID 2234; in the data active means inhibition above about 33%
Target sequence (P03206 whole entry, looked up): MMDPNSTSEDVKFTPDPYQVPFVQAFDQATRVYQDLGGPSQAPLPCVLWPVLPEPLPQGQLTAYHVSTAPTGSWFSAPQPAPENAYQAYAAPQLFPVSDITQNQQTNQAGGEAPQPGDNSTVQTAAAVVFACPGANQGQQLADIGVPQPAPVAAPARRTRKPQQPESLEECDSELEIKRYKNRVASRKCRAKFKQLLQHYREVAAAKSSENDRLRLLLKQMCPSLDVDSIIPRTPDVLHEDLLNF
TPT1 inhibitor: inhibitors of Candida albicans tRNA 2'-phosphotransferase TPT1. recombinant caTPT1, FP RNA substrate dephosphorylation. inhibition, % at 5 µM. 300,000 compounds, 0.81% hits;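 active means inhibition above the mean of all tested compounds plus 3 SD, set per screening campaign, cut at about 24% in these data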;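 further: plate controls were DMSO alone for no effect and ferristatin control at 100 nM for full effect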
GASC-1 inh: inhibitors of human GASC-1 (JMJD2C) demethylase. 330,000 compounds, 0.069% hits. inhibition, % at 2.35 µM. AID 2099. GST-JMJD2C(1-420) H3K9me3 demethylation, DELFIA europium;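 active means more than half of a compound's replicate wells show inhibition beyond 50%, single wells judged on their own value; inconclusive means some, but no more than half, of replicates pass 50% inhibition; inactive means no replicate passes 50% inhibition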;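 further: signal counts dimethyl H3K9 product captured on neutravidin plate; 0% = median of DMSO wells and 100% = 0.3 times that DMSO median; strong numbers were not always called active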
HCV core dimer: HCV core protein dimerization inhibition; TR-FRET GST/Flag-core106 dimerization, 1536-well; inhibition, % at 5 µM; AID 1899; 300,000 compounds, 0.33% hits;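 active means inhibition above the mean of all tested compounds plus 3 SD, set per screening campaign, cut at about 45% in these data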
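Test system: GST/Flag-tagged HCV core106 proteins; Medium: KF-containing HEPES buffer, pH 7.45, DTT, CHAPS, BSA; Times: compound-protein-antibody incubation 4 h at 22.5 °C; Detection: TR-FRET 671 and 617 nm emission; Benchmarks: wells lacking GST-core106 and wells with excess unlabelled core106.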
PP5 inh: blocks human protein phosphatase 5 activity; P53041; purified PP5c, OMFP substrate fluorescence; inhibition, % at 6.7 µM; 320,000 compounds, 0.18% hits; AID 1987;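 active means inhibition above the campaign's mean inhibition across all tested compounds plus 3 SD, cut at about 9.5% in these data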;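 further: 0% = DMSO only and 100% = 100 µM cantharidin control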
Target sequence (P53041 whole entry, looked up): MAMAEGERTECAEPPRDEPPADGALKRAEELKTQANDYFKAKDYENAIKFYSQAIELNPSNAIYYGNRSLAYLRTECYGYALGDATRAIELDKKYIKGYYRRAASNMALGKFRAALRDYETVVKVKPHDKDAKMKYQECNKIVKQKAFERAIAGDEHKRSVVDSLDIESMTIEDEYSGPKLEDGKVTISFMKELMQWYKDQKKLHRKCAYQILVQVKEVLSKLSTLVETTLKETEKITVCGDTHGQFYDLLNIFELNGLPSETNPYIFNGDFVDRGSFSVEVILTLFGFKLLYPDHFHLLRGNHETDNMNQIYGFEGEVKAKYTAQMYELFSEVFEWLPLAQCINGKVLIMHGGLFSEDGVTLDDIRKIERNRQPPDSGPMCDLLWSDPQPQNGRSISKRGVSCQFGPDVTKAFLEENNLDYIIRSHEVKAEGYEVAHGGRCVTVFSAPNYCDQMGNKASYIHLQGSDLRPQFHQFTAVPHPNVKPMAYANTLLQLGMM
Yeast superoxide: lowers age-related superoxide in aged yeast cells; S. cerevisiae aged cells, superoxide DHE fluorescence; stronger effect = lower value; superoxide response (% of plate mean), % at 10 µM; 330,000 compounds, 0.18% hits;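 active means superoxide response under a set limit, about three screen SD below normal, cut at about 65% in these data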;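 further: yeast aged for seven days with compound at 30 °C before DHE staining; 100% = average MFI of all compound-treated wells on the plate with controls excluded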
PP1 inh: blocks human PP1-alpha phosphatase, a PP5 counter-screen; inhibition, % at 6.7 µM; P62136; 320,000 compounds, 0.9% hits; purified PP1alpha, OMFP fluorescence;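 active means inhibition above the mean inhibition of all tested compounds plus 3 SD, computed separately for each screening campaign, cut at about 15% in these data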
Target sequence (P62136 whole entry, looked up): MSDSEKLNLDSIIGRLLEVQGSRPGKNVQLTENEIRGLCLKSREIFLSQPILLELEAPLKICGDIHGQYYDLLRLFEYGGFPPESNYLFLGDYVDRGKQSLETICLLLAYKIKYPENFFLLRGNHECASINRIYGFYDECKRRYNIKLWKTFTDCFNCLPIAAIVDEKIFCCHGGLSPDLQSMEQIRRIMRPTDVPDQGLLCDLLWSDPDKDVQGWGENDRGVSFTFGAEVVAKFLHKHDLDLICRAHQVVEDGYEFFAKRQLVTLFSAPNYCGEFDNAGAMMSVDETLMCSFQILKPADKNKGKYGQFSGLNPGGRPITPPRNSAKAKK
Fh CTSL1 inh: counter-screen for PFM18AAP inhibitors: inhibitors of F. hepatica cathepsin L1; 300,000 compounds, 0.49% hits; inhibition, % at 5.96 µM; recombinant F. hepatica cathepsin L1, Z-Leu-Arg-MCA fluorescence;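 active means inhibition above the mean of all tested compounds plus 3 SD, set per screening campaign, cut at about 17% in these data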;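 further: 0% = plate median of test compound wells and 100% = 1 µM Z-Phe-Ala-diazomethylketone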
Starred values were filed as active, the others as inactive; & = joins results of further samples.

Screening Cc1nn(C)c(C)c1CNC(=O)Nc1ccc2c(c1)OCO2 returned EBNA-1 inhibitor -1, ZTA DNA inh -6, TPT1 inhibitor 2, GASC-1 inh -9, HCV core dimer 4, PP5 inh -0.1, Yeast superoxide 91, PP1 inh -5 and Fh CTSL1 inh 3.
For CN(C(=O)c1ccc(NC(=O)Cc2cccc([N+](=O)[O-])c2)cc1)C1CC1 the results were ZTA DNA inh -10, GASC-1 inh 10, PP5 inh 0.7, Yeast superoxide 102 and PP1 inh -1.
CC1CCN(C(=O)C2CCCN(S(=O)(=O)c3cccc4nsnc34)C2)CC1 (configuration not stated) was read as EBNA-1 inhibitor -9, ZTA DNA inh 1, TPT1 inhibitor 4, GASC-1 inh 11, HCV core dimer -3, PP5 inh 2.6, Yeast superoxide 86, PP1 inh 0 and Fh CTSL1 inh -1.
Screening COCCNC(=O)c1c[nH]c2ccc(S(=O)(=O)N3CCOCC3)cc2c1=O returned EBNA-1 inhibitor -2, ZTA DNA inh 4, TPT1 inhibitor -3, GASC-1 inh 1, HCV core dimer -14, PP5 inh -1.1, Yeast superoxide 120, PP1 inh -2 and Fh CTSL1 inh 3.
O=C(NCCOc1nc(N2CCCCC2)nc(N2CCCCC2)n1)Nc1ccccc1 was read as EBNA-1 inhibitor 0, ZTA DNA inh -11, TPT1 inhibitor 3, GASC-1 inh -4, HCV core dimer 1, PP5 inh 3.5, Yeast superoxide 80, PP1 inh -1 and Fh CTSL1 inh 0.
Screening CCCc1cc(=O)c2c(O)ccc(OC)c2o1 returned EBNA-1 inhibitor -2, ZTA DNA inh 9, TPT1 inhibitor -1, GASC-1 inh 1, HCV core dimer 3, PP5 inh -0.9, Yeast superoxide 105, PP1 inh -7 and Fh CTSL1 inh 1.
`Brc1cccc(-c2nnc(-c3ccccc3)o2)c1` gave EBNA-1 inhibitor 1, ZTA DNA inh -6, TPT1 inhibitor -3, HCV core dimer 2, PP5 inh 0.4, Yeast superoxide 93, PP1 inh 0 and Fh CTSL1 inh -2.
Cc1ccccc1CN(C)c1ccc(S(=O)(=O)N2CCN(C)CC2)cn1 was read as ZTA DNA inh 0, GASC-1 inh 3, PP5 inh 2.5, Yeast superoxide 76 and PP1 inh 4.
`CCCc1cc(=O)n2[nH]c(C)c(-c3ccc(Cl)cc3)c2n1` gave EBNA-1 inhibitor 1, ZTA DNA inh -3, TPT1 inhibitor -1, GASC-1 inh 4, HCV core dimer -2, PP5 inh 4.0, Yeast superoxide 92, PP1 inh 13 and Fh CTSL1 inh -4.
`COc1ccccc1-n1c(=O)c2c3c(sc2n2c(SC(C)C)nnc12)CCC3` gave EBNA-1 inhibitor 9, ZTA DNA inh 5, TPT1 inhibitor 4, GASC-1 inh -2, HCV core dimer 13, PP5 inh -0.2, Yeast superoxide 110, PP1 inh -3 and Fh CTSL1 inh 2.
Screening Cc1ccc(SCCNC(=O)C(CO)(CO)CO)cc1 returned EBNA-1 inhibitor 4, ZTA DNA inh 0, TPT1 inhibitor -4, GASC-1 inh -12, HCV core dimer -5, PP5 inh 0.5, Yeast superoxide 99, PP1 inh -1 and Fh CTSL1 inh 3.
O=C(OCc1ccccc1)c1cccc(-c2nnn(Cc3ccccc3)n2)c1 was read as EBNA-1 inhibitor -8, ZTA DNA inh 7, TPT1 inhibitor 1, GASC-1 inh 12, HCV core dimer 5, PP5 inh 2.9, Yeast superoxide 114, PP1 inh 6 and Fh CTSL1 inh 5.
`CCOC(=O)C1CCN(C(=O)COC(=O)CN(C)S(=O)(=O)c2ccc(NC(C)=O)cc2)CC1` gave EBNA-1 inhibitor 10, ZTA DNA inh 6, TPT1 inhibitor -1, GASC-1 inh 3, HCV core dimer 3, PP5 inh -3.1, Yeast superoxide 102, PP1 inh -4 and Fh CTSL1 inh 1.
`Cc1ccc(S(=O)(=O)N[C@@H](Cc2ccccc2)C(=O)N2CCC(C(=O)N[C@@H](CC(C)C)C(=O)O)CC2)cc1` gave EBNA-1 inhibitor 9, ZTA DNA inh 7, TPT1 inhibitor 2, GASC-1 inh -14, HCV core dimer 7, PP5 inh -1.1, Yeast superoxide 96, PP1 inh -4 and Fh CTSL1 inh 8.
O=C(Oc1cccc2ccccc12)c1cc(Cl)nc2ccccc12 was read as EBNA-1 inhibitor -1, ZTA DNA inh 5, TPT1 inhibitor 0, GASC-1 inh 8, HCV core dimer -1, PP5 inh -6.0, Yeast superoxide 94, PP1 inh -8 and Fh CTSL1 inh -4.
`CCn1c(SCC(=O)Nc2cc3oc4ccccc4c3cc2OC)nnc1-c1cccs1` gave EBNA-1 inhibitor 17, ZTA DNA inh 6, TPT1 inhibitor -3, GASC-1 inh 2, HCV core dimer 7, PP5 inh 0.1, Yeast superoxide 99, PP1 inh 0 and Fh CTSL1 inh -1.
Screening Cc1ccnc(Nc2nc(-c3sc(C)nc3C)cs2)c1 returned EBNA-1 inhibitor 6, ZTA DNA inh -1, TPT1 inhibitor -2, GASC-1 inh 9, HCV core dimer 4, PP5 inh 3.3, Yeast superoxide 110, PP1 inh -5 and Fh CTSL1 inh 2.
O=C(Nc1cccnc1)C1(c2ccccc2)CCCC1 was read as EBNA-1 inhibitor -7, ZTA DNA inh -3, TPT1 inhibitor 0, GASC-1 inh 20, HCV core dimer -4, PP5 inh -2.3, Yeast superoxide 91, PP1 inh -3 and Fh CTSL1 inh 0.
For COc1ccc(OCCCC(=O)Nc2cc([N+](=O)[O-])ccc2C)cc1 the results were EBNA-1 inhibitor 1, ZTA DNA inh -12, TPT1 inhibitor -4, GASC-1 inh 3, HCV core dimer 8, PP5 inh 0.1, Yeast superoxide 95, PP1 inh 0 and Fh CTSL1 inh -1.
Screening COc1ccc(C(=O)NCCN2CCOCC2)cc1OC returned EBNA-1 inhibitor -2, ZTA DNA inh 5, TPT1 inhibitor -3, GASC-1 inh 3, HCV core dimer -12, PP5 inh 1.7, Yeast superoxide 106, PP1 inh -1 and Fh CTSL1 inh 3.
Screening CC(=O)NCC(=O)NC1CC(C)(C)Cc2c1cnn2-c1ccccc1 (configuration not stated) returned EBNA-1 inhibitor -5, ZTA DNA inh -3, TPT1 inhibitor 1, GASC-1 inh -9, HCV core dimer 5, PP5 inh 2.9, Yeast superoxide 103, PP1 inh -4 and Fh CTSL1 inh -4.
`CSCSC1=C(C#N)C(c2ccccc2Cl)C(C(C)=O)=C(C)N1` (configuration not stated) gave EBNA-1 inhibitor 5, ZTA DNA inh 5, TPT1 inhibitor 1, GASC-1 inh inconclusive, HCV core dimer -2, PP5 inh 1.6, Yeast superoxide 96, PP1 inh -1 and Fh CTSL1 inh 5.
COc1ccccc1Nc1nc(C)cs1 was read as EBNA-1 inhibitor 5&-2, ZTA DNA inh -11&-5, TPT1 inhibitor 5&1, GASC-1 inh 2&-1, HCV core dimer 2&-6, PP5 inh 2.5&1.4, Yeast superoxide 83&94, PP1 inh 1&2 and Fh CTSL1 inh -5&-4.
CC(CCc1ccco1)NC(=O)Cn1ncc2c1-c1ccccc1OC2 (configuration not stated) was read as EBNA-1 inhibitor -6, ZTA DNA inh -7, TPT1 inhibitor 2, GASC-1 inh 8, HCV core dimer 10, PP5 inh 3.3, Yeast superoxide 106, PP1 inh 1 and Fh CTSL1 inh 3.
For COC(=O)CSc1nc(N)nc(C)c1Br the results were EBNA-1 inhibitor -18, ZTA DNA inh -6, TPT1 inhibitor 2, GASC-1 inh -6, HCV core dimer -3, PP5 inh -1.3, Yeast superoxide 100, PP1 inh -3 and Fh CTSL1 inh 5.
For CC(C)OC(=O)c1cc(C(=O)c2cc(Br)ccc2O)coc1=N the results were EBNA-1 inhibitor -11, ZTA DNA inh -14, TPT1 inhibitor 5, GASC-1 inh 0, HCV core dimer 8, PP5 inh -2.3, Yeast superoxide 119, PP1 inh 0 and Fh CTSL1 inh -3.
For COc1ccc(C(C)=O)cc1COC(=O)CNC(=O)c1cc(C)cc(C)c1 the results were EBNA-1 inhibitor 10, ZTA DNA inh -8, TPT1 inhibitor 1, GASC-1 inh 3, HCV core dimer 10, PP5 inh 0.1, Yeast superoxide 92, PP1 inh -1 and Fh CTSL1 inh -27.
`COc1ccccc1OCC(=O)Nc1nnc(C2CCCC2)s1` gave EBNA-1 inhibitor 1, ZTA DNA inh -1, TPT1 inhibitor 5, GASC-1 inh 2, HCV core dimer 2, PP5 inh 3.0, Yeast superoxide 109, PP1 inh -2 and Fh CTSL1 inh 1.
Screening COCCCNC(=O)c1ccc(Cn2c(=O)c3ccccc3n(Cc3cc(C)ccc3C)c2=O)cc1 returned EBNA-1 inhibitor -2, ZTA DNA inh -3, TPT1 inhibitor -4, GASC-1 inh 10, HCV core dimer 7, PP5 inh -0.2, Yeast superoxide 93, PP1 inh -1 and Fh CTSL1 inh -3.
`Cc1cc(/C=N/NC(=O)c2ccc(O)cc2)c(C)n1CC(C)C` gave EBNA-1 inhibitor -2, ZTA DNA inh 15, TPT1 inhibitor -1, GASC-1 inh 0, HCV core dimer 9, PP5 inh -0.5, Yeast superoxide 115, PP1 inh 0 and Fh CTSL1 inh 3.
Screening CCOC(=O)c1cnc2ccc(OCC)cc2c1N(C)Cc1ccccc1 returned EBNA-1 inhibitor -6, ZTA DNA inh 0, TPT1 inhibitor -1, GASC-1 inh 1, HCV core dimer 5, PP5 inh 4.4, Yeast superoxide 134, PP1 inh 1 and Fh CTSL1 inh -2.
`CC(=O)n1c2c(c3ccccc31)OC(N)=C(C#N)C2c1cccc(Cl)c1Cl` (configuration not stated) gave EBNA-1 inhibitor 18, ZTA DNA inh 13, TPT1 inhibitor 13, GASC-1 inh 0, HCV core dimer 3, PP5 inh -1.5, Yeast superoxide 133, PP1 inh 5 and Fh CTSL1 inh 0.
Screening O=C(Nc1ccc(N2CCOCC2)c(Cl)c1)c1ncn[nH]1 returned EBNA-1 inhibitor 2, ZTA DNA inh 18, TPT1 inhibitor 0, GASC-1 inh 19, HCV core dimer 5, PP5 inh 2.1, Yeast superoxide 96, PP1 inh -1 and Fh CTSL1 inh -3.
For CCN(c1ccccc1)S(=O)(=O)c1cc(OC)ccc1OC the results were EBNA-1 inhibitor -3, ZTA DNA inh -1, TPT1 inhibitor -2, GASC-1 inh -17, HCV core dimer -8, PP5 inh 0.6, Yeast superoxide 90, PP1 inh -1 and Fh CTSL1 inh 1.

Entries above containing an aryl thioether with sulfur outside any ring, in the order listed:
`COc1ccccc1-n1c(=O)c2c3c(sc2n2c(SC(C)C)nnc12)CCC3` gave EBNA-1 inhibitor 9, ZTA DNA inh 5, TPT1 inhibitor 4, GASC-1 inh -2, HCV core dimer 13, PP5 inh -0.2, Yeast superoxide 110, PP1 inh -3 and Fh CTSL1 inh 2.
Screening Cc1ccc(SCCNC(=O)C(CO)(CO)CO)cc1 returned EBNA-1 inhibitor 4, ZTA DNA inh 0, TPT1 inhibitor -4, GASC-1 inh -12, HCV core dimer -5, PP5 inh 0.5, Yeast superoxide 99, PP1 inh -1 and Fh CTSL1 inh 3.
`CCn1c(SCC(=O)Nc2cc3oc4ccccc4c3cc2OC)nnc1-c1cccs1` gave EBNA-1 inhibitor 17, ZTA DNA inh 6, TPT1 inhibitor -3, GASC-1 inh 2, HCV core dimer 7, PP5 inh 0.1, Yeast superoxide 99, PP1 inh 0 and Fh CTSL1 inh -1.
For COC(=O)CSc1nc(N)nc(C)c1Br the results were EBNA-1 inhibitor -18, ZTA DNA inh -6, TPT1 inhibitor 2, GASC-1 inh -6, HCV core dimer -3, PP5 inh -1.3, Yeast superoxide 100, PP1 inh -3 and Fh CTSL1 inh 5.

Bioassay records deposited in PubChem by several laboratories.
